Diaph inh CS: diaphorase inhibition or chemical oxidation counter-screen | inhibition, % at 20 µM | 0.69% of 190,000 active | diaphorase resazurin-to-resorufin fluorescence, NADH, 16 min; bacterial (C. kluyveri) enzyme, not human;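 active means primary screen inhibition at 20 µM above a set limit, cut at about 50% in these data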;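 further: plate controls were DMSO with full reaction for no effect and wells lacking NADH for full effect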
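System: Diaphorase enzyme from Clostridium kluyveri | Amount: Enzyme working solution with 0.14 U/mL diaphorase | Benchmarks: No-NADH positive control and DMSO neutral control | Signal: Fluorescence of resorufin formed from resazurin, Ex 544/Em 590 nm | Schedule: 16-min room-temperature incubation before reading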
G6PDH counter: inhibits Leuconostoc G6PDH, flagging false hits in G6PDH-based assays. Purified L. mesenteroides G6PDH, diaphorase/resazurin coupled fluorescence, 45 min. inhibition, % at 5 µM. 0.12% of 200,000 active. AID 1020; in the data active means inhibition above about 50%
FLuc stim CS: firefly luciferase counter-screen for stimulation assays; P08659; ATPlite luciferase biochemical, luminescence, 10 min; 0 = ATP-free wells, 1 = DMSO control; activation factor at 10 µM; 200,000 tested, under 10 active;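 active means luciferase activation factor, scaled between plate controls, of at least 2 with compound at 10 µM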
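System: luciferase plus luciferin reagent, cell-free; medium: PBS as buffer for the ATP substrate; dosing: test compounds dosed from 2 mM stocks in 100% DMSO; timing: 10 min post-reagent at room temperature; measured by: luminescence measurement of luciferase light output; evaluation: luciferase activation, seen as luminescence increase over controls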
Diaph act CS: counter-screen for diaphorase-based assays: diaphorase activators and chemical reducers | Diaphorase/resazurin coupled assay, resorufin fluorescence, 16 min; stronger effect = higher value; 1 = vehicle wells, 0 = NADH-free wells | activation factor at 20 µM | 0.005% of 190,000 active | AID 1229;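 active means diaphorase activity raised at least twofold by the compound at 20 µM; inactive means activation factor below 2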
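test system = bacterial diaphorase enzyme (C. kluyveri) | quantity = enzyme 0.07 U/mL final | reagent = NADH substrate 0.114 mM plus resazurin dye 0.1 mM, final | incubation = 16 min enzyme reaction, ambient temperature | buffer or medium = HEPES pH 7.4 buffer with MgCl2 and Tween 20 | signal = fluorescence of resorufin, 544 nm excitation, 590 nm emission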
PMI act hi M6P: PMI (human) activation, high substrate. coupled PMI enzyme assay, resazurin fluorescence, 20 min; stronger effect = higher value; 1 = untreated enzyme, 0 = substrate-free blank. AID 1216. 0.34% of 190,000 active. activation factor at 20 µM;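 active means activation factor of 2 or more at 20 µM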
Target sequence (P34949 whole entry, looked up): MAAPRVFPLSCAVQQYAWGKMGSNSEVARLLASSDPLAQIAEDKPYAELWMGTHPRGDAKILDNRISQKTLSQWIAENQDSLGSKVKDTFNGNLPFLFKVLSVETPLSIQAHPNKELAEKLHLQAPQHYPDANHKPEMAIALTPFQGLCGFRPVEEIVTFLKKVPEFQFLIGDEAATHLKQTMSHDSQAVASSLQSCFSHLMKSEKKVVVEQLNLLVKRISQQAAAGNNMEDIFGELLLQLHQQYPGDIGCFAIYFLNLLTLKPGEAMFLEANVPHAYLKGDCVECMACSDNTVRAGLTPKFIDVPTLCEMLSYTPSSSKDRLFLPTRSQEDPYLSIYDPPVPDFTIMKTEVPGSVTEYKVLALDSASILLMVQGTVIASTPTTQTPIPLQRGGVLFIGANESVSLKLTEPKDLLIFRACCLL
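Test system: human phosphomannose isomerase with PGI, G6PDH, diaphorase coupling enzymes; Amount: PMI at 15 ng/mL final; Reagent: Mannose-6-phosphate 1.0 mM (near-saturating) plus 0.22 mM NADP+; Timing: 20 min, room temperature; Technique: resorufin fluorescence at Ex 544/Em 590 nm; Dosing: 20 µM single dose.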
TNAP inh no acc: inhibitors of human TNAP without phosphate acceptor. purified TNAP, CDP-star luminescence, 30 min. inhibition, % at 20 µM. 0.26% of 200,000 active. AID 1012;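 active means tissue-nonspecific alkaline phosphatase inhibition above about 50% at 20 µM in the single-dose screen, limit read from the data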;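 further: 0% = DMSO negative control and 100% = EDTA positive control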
Target sequence (P05186 whole entry, looked up): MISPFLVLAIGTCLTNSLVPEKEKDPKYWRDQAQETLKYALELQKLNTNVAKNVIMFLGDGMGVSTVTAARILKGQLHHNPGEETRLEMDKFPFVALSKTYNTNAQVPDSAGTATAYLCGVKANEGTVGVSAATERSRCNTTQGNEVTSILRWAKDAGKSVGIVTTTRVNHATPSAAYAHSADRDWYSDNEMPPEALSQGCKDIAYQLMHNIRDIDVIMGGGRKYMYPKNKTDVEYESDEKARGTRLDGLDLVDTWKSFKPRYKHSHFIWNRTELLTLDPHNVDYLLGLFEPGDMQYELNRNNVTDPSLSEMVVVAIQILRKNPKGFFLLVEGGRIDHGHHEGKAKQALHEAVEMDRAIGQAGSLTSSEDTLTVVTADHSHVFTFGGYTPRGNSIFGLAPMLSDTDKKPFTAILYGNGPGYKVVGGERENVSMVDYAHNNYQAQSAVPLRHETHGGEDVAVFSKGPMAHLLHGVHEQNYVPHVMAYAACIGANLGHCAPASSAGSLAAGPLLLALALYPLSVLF
PMI activator: activators of human phosphomannose isomerase. P34949. purified human PMI, coupled resazurin fluorescence, 20 min; stronger effect = higher value; 1 = vehicle control, 0 substrate-free wells. activation factor at 20 µM. 0.005% of 190,000 active;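 active means activation factor of 2 or more at 20 µM, relative to plate controls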
TNAP act hi DEA: TNAP (human) activation, high acceptor; P05186; purified TNAP, CDP-star luminescence, 1 M DEA, 30 min; stronger effect = higher value; 0 = EDTA background, 1 = DMSO-only activity; activation factor at 20 µM; 200,000 tested, under 10 active;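 active means activation factor at least 2 at 20 µM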
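Control set: EDTA negative control, DMSO positive control / Assay system: human TNAP / Quantity: TNAP 1/800 final / Evaluation: TNAP activation factor scaled between EDTA and DMSO control wells / Measured by: luminescent substrate turnover signal / Compound dosing: one dose, 20 µM / Times: 30 min enzyme reaction at room temperature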
HMGR II inh: inhibitors of class II HMG-CoA reductase from Enterococcus faecalis. purified E. faecalis HMGR, NADPH absorbance 340 nm kinetic. inhibition, % at 10 µM. 0.41% of 190,000 active;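 active means inhibition above a set limit, the median over all tested compounds plus 3 SD, cut at about 9.5% in these data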;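 further: enzyme runs in reverse so mevalonate oxidation gives rising NADPH absorbance; 0% = complete reaction with DMSO and 100% = background rate lacking mevalonate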
TNAP inh hi DEA: blocks human TNAP under high phosphate acceptor concentration; P05186; purified TNAP, CDP-star luminescence, 1 M DEA; inhibition, % at 20 µM; 0.03% of 200,000 active; AID 1135;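 active means over 50% inhibition of tissue-nonspecific alkaline phosphatase at 20 µM in the single-dose screen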;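 further: plate controls were DMSO wells for no effect and EDTA-quenched wells as full inhibition for full effect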
Starred values were filed as active, the others as inactive; . = no result given.

The first four compounds (preview)
SMILES	Diaph inh CS	G6PDH counter	FLuc stim CS	Diaph act CS	PMI act hi M6P	TNAP inh no acc	PMI activator	TNAP act hi DEA	HMGR II inh	TNAP inh hi DEA
Nc1nonc1-c1noc(-c2ccccc2Br)n1	20	4	0.9	0.8	0.8	-11	0.8	1.1	3	-7
COc1ccc(CNC(=O)CNC(=O)c2c(C)nn(C)c2Cl)cc1	0	7	1.1	1	1	0	1.1	1	2	-4
Cc1cc(C(=O)C(=O)O)c(C)n1-c1ccc(Cl)c(Cl)c1	17	9	1.1	0.8	1	-1	1.1	1.1	-2	-6
C=CCn1c(C)cc(-c2csc(N)n2)c1C	12	5	1	0.9	1.9	-9	1.4	1	-9	5

This part in full, from the first entry:
SMILES	Diaph inh CS	G6PDH counter	FLuc stim CS	Diaph act CS	PMI act hi M6P	TNAP inh no acc	PMI activator	TNAP act hi DEA	HMGR II inh	TNAP inh hi DEA
Nc1nonc1-c1noc(-c2ccccc2Br)n1	20	4	0.9	0.8	0.8	-11	0.8	1.1	3	-7
COc1ccc(CNC(=O)CNC(=O)c2c(C)nn(C)c2Cl)cc1	0	7	1.1	1	1	0	1.1	1	2	-4
Cc1cc(C(=O)C(=O)O)c(C)n1-c1ccc(Cl)c(Cl)c1	17	9	1.1	0.8	1	-1	1.1	1.1	-2	-6
C=CCn1c(C)cc(-c2csc(N)n2)c1C	12	5	1	0.9	1.9	-9	1.4	1	-9	5
O=C(COc1ncnc2sccc12)Nc1ccc2c(c1)OCCO2	11	-1	1.1	0.9	1.1	2	1.1	1.1	3	-11
O=C(NCc1ccco1)c1ccc2c(=O)n(CCC3=CCCCC3)c(=O)[nH]c2c1	0	8	1.1	1	1	-7	1.1	1.1	-5	-7
Cc1cc(C)nc(N/N=C/c2c[nH]c3ccccc23)n1	7	1	0.9	0.9	1	-10	1	1	-3	0
Cc1ccc(C(=O)NCc2occc2C(=O)O)o1	15	0	1.1	0.9	1	-8	0.9	1.1	0	-7
CCOC(=O)c1c(N)sc2c(NC(C)=O)cccc12	19	4	1	0.8	1	-13	1	1	-13	-4
C=CCN(CC=C)Cc1nc(N)nc(Nc2ccccc2C)n1	6	6	1.1	0.9	1	-9	1	1	2	0
CCOCCCNc1nc2c(c(=O)n(C)c(=O)n2C)n1CCCc1ccccc1	23	10	1	0.8	0.9	-6	1	1.1	2	-8
Cc1cc(C)nc(N2CCN(c3nc(C)cc(C)n3)CC2)n1	16	2	1	0.8	0.9	-9	1	1.1	-3	-7
Cc1c(C(=O)N2CCCC2)oc2c1-c1[nH]ncc1CC2	4	23	0.9	1	0.6	-2	1.1	0.9	-3	6
COC(=O)c1cc2sccc2n1CC(=O)Nc1cc(OC)cc(OC)c1	-5	9	1	1	1	-4	1	1	-1	-2
CNC(=O)COc1ccccc1C(=O)Nc1ccc2c(c1)oc1ccccc12	-4	5	1	1	1.1	0	1.1	1.1	0	-6
Cc1ccccc1-c1nc(CS(=O)(=O)CC(=O)NCCCN2CCCC2=O)c(C)o1	8	-4	1.1	0.9	1	-14	1	1	-12	-2
O=C(CCC(=O)Nc1ccccc1)N/N=C/C=C/c1ccccc1	7	12	1	0.9	1	10	1	1	0	1
O=C(CC12CC3CC(CC(C3)C1)C2)Nc1ccccc1N1CCOCC1	9	9	1	0.9	0.9	0	1	1	2	4
CCc1ccccc1NC(=O)Nc1cccs1	4	4	1	1	1	-11	1.1	1	-3	1
CC1(C)C2CCC1(C)C(OC(=O)CC(=O)O)C2 (stereo unspecified)	15	11	1.1	0.9	0.8	-4	0.8	1	-8	3
COC(=O)C1=C(C)N(c2cc(C)cc(C)c2)/C(=C/c2ccc(O)cc2)C1=O	17	8	1.1	0.8	1	28	1.1	0.6	-1	40
COC(=O)c1ccc(NC(=O)C(=O)N2CCN(C(=S)Nc3cccc(OC)c3)CC2)cc1	13	4	1	0.9	0.9	-8	0.8	1	-2	0
C(=N\n1cncn1)/c1ccc(N2CCOCC2)cc1	16	-3	0.9	0.8	1	-5	0.9	1	1	3
CCCCn1nc2cc(C(=O)NCC3CC3)ccc2c1OCC	2	-3	1.1	1	1.1	-13	1.1	1	-1	-3
Cc1sc(NC(=O)c2ccccc2)c(C(=O)c2ccccc2)c1C	20	-15	1	0.8	0.8	-8	0.4	1	3	-1
Further compounds follow.
SMILES	Diaph inh CS	G6PDH counter	FLuc stim CS	Diaph act CS	PMI act hi M6P	TNAP inh no acc	PMI activator	TNAP act hi DEA	HMGR II inh	TNAP inh hi DEA
Cc1nn(-c2ccccc2Cl)c(Cl)c1/C=C(\C#N)C(N)=O	0	0	1	1	1	-4	0.9	1	-8	2
Cc1ccc2c(Cl)c(C(=O)N/N=C/c3cccn3C)sc2c1	-1	-25	0.8	1	1	8	0.9	1	-2	2
CN(C)CC1CCCCC1OC(=O)c1ccc(Cl)cc1Cl (stereo unspecified)	11	-4	1.1	0.9	1.1	-13	1	1	1	-2
CC(=O)c1cccc(NC(=O)C(NC(C)C)c2ccccc2)c1 (stereo unspecified)	11	6	1	0.9	1	-2	1	1	-2	-4
CCOC(=O)C1CCN(S(=O)(=O)c2cccc(-c3cn4cc(C)ccc4n3)c2)CC1	9	2	0.9	0.9	1	-11	0.9	1	-7	-4
CCN(CC)c1ccc(C=Nc2cc(C)cc(C)c2)c(O)c1	7	15	0.9	0.9	0.5	12	0.8	1	-3	-2
CCOC(=O)c1cccc(NC(=O)CSc2nc3cccnc3n2C)c1	13	-26	1	0.9	0.9	-10	0.9	1	-4	0
O=C(Cc1cccs1)NCc1cccs1	16	4	1	0.8	0.9	-6	0.9	1	2	0
CCN1c2ccccc2-c2nc3ccccc3n2C1c1cccs1 (stereo unspecified)	24	3	1	0.8	0.9	-34	0.9	1.1	-2	-7
COc1ccc(Nc2nnc(-c3ccc(C)cc3)c3ccccc23)cc1C(=O)N1CCCCC1	28	4	1	0.7	0.8	-27	0.8	1.1	-4	-8
Cc1[nH]c2ccccc2c(=O)c1CN(C)Cc1ccccc1	13	-21	1.1	0.9	1.1	-7	1	1.1	3	-6
O=C(Nc1nc2c(s1)CN(Cc1ccccc1)CC2)C1CCCC1	11	-3	1	0.9	0.6	-8	0.9	1	-2	-2
CCn1c(CCC(=O)Nc2cc(F)ccc2C)nc2cc(S(=O)(=O)N(C)C)ccc21	11	-5	1	0.9	1	-15	1	1	-10	-4
Cc1ccccc1CSCC(=O)NC1CCCC1	9	-4	1	0.9	1.1	-10	1	1	-3	-2
CCOC(=O)c1ccccc1-c1cn2cc(Cl)ccc2n1	25	9	0.6	0.7	0.8	-10	1.1	1.1	-3	-6
CN1C(=O)CS/C1=N\NC(=O)COc1cccc2cccnc12	.	2	1	.	.	-3	.	0.9	-1	5
OC(CCN1CCOCC1)(c1ccc(Cl)cc1)C1CCCCC1 (stereo unspecified)	6	1	1.1	0.9	0.9	-5	0.8	1	1	-2
O=C(CCN1C(=O)c2ccccc2C1=O)Nc1ccc(-c2cn3ccsc3n2)cc1	10	0	0.7	0.9	1	-17	1	1	-9	-5
O=C(CNc1ccccc1)N/N=C/c1ccc2c(c1)OCCO2	13	-4	0.7	0.9	0.9	-4	0.9	1	1	-1
CC(C)=CCc1c(O)c(CC=C(C)C)c2c(c1O)C(=O)CC(c1ccc(O)cc1)O2 (stereo unspecified)	26	11	1.1	0.7	1	-4	0.9	1.1	2	-7
NC1=C(c2ccc(F)cc2)C(=O)CS1	-1	19	1	1	0.9	-11	1.1	1	-2	-1
CC(=O)NC(=S)Nc1ccccc1F	2	3	1	1	1	-9	1.1	1	-2	-2
CC(C)(C)OC(=O)NCCCCCNC(=O)c1[nH]cnc1C(=O)N[C@@H](CCCCNC(=O)OC(C)(C)C)C(=O)OC(C)(C)C	38	13	1.1	0.6	0.9	-8	0.8	1	-2	-3
c1ccc(N2CCN(Cc3cn4cccnc4n3)CC2)cc1	11	5	1.1	0.9	1	-12	1	1.1	-5	-7
COc1cc(C(=O)NCC(=O)OCC(=O)N2CCc3ccccc32)cc(OC)c1OC	-12	4	1	1.1	1.2	-9	1.2	1.1	-7	-5
The listing continues:
SMILES	Diaph inh CS	G6PDH counter	FLuc stim CS	Diaph act CS	PMI act hi M6P	TNAP inh no acc	PMI activator	TNAP act hi DEA	HMGR II inh	TNAP inh hi DEA
COc1cc(NC(=O)CSc2nc3ccccc3cc2C)c(C(=O)O)cc1OC	7	-12	1	0.9	1.1	-5	1	1	1	3
S=c1nc(-c2cc(Cl)ccc2Cl)[nH][nH]1	-1	-5	1	1	1.3	-22	0.8	1	-1	-3
CCn1cc(CNC(=O)c2cc(COc3ccc(F)cc3Cl)on2)cn1	.	5	1	.	.	-11	.	1	-7	-3
CCCCn1c(=S)[nH]c2c(oc3ccc(Cl)cc32)c1=O	26	4	1	0.7	1.2	1	1.1	1	-5	4
CCN1CCN(CCCNC(=O)c2cn(CCOC)c(=O)c3c2c2ccccc2n3C)CC1	-1	-22	1.1	1	0.9	-13	0.9	1	-2	-1
O=C(OC1CCOC1=O)c1ccc(-c2nc3ccccc3s2)s1 (stereo unspecified)	4	3	0.1	1	1	0	1.1	1.1	0	-5
CC(C)c1ccc(/C=C/C(=O)NCCC2=CCCCC2)cc1	12	3	1	0.9	0.9	-4	0.8	1	1	3
COc1ccc2c(c1)nc(SCC(=O)C(C)(C)C)n2C	-1	2	1	1	1.1	-9	1.1	1	-2	-1
COc1ccc2nc(NC(C)=O)sc2c1	16	6	0.9	0.8	1	-10	1	1.1	0	-7
CN(N)c1nc(-c2ccccc2)nnc1C(F)(F)F	7	3	1.1	0.9	1	0	1.1	1.1	-1	-6
COc1ccc(CNC(=O)CN(CCC(C)C)S(=O)(=O)c2ccc3c(c2)OCCO3)cc1	6	4	1	0.9	1.1	-11	0.9	1	-4	2
COc1ccc2nc3c(c(-c4ccccc4)c2c1)CCC3	20	13	1.1	0.8	1	-4	1	1	2	-1
O=C(Oc1cccc([N+](=O)[O-])c1)N1CCCCC1	-2	5	1	1	1.1	-18	1.1	1	-5	-4
O=C(NCCCN1CCCC1=O)c1cccc(Oc2ccccc2)c1	8	6	1.1	0.9	1	-11	1	1	1	-3
Cn1c(Cc2cccs2)nnc1SCC(=O)N1CCCc2ccccc21	6	4	1.1	0.9	1.1	-9	1	1	-3	-4
